# Bioassay records deposited in PubChem by several laboratories.
# Vc quorum ag: induces V. cholerae light production without autoinducers. V. cholerae BH1578 lux reporter, luminescence, 6 h. activation, % at 18.7 µM. 350,000 tested, 0.16% active; in the data active = activation mostly above about 9.7%, no sharp cut-off; inconclusive = no clear call, values can overlap the other calls; inactive = mostly below about 3.7%; also: not every result past the cut was called active; inactives centre near 0; reference of the scale not given here
# BioA inh: inhibitors of Mycobacterium tuberculosis BioA enzyme; purified M. tuberculosis BioA enzyme, plate reader; inhibition, % at 9.99 µM; 360,000 tested, 0.096% active; AID 602481; in the data active = inhibition above about 40%; inconclusive = no clear call, values can overlap the other calls
# Mtb UGM inh: Mtb UDP-galactopyranose mutase inhibition | P9WIQ1 | purified UGM, fluorescence polarization probe displacement | inhibition, % at 10 µM | 320,000 tested, 0.06% active | AID 504406; in the data active = inhibition above about 10%, passing the limit was not always enough; inconclusive = no clear call, values can overlap the other calls
# Target sequence (P9WIQ1 whole entry, looked up): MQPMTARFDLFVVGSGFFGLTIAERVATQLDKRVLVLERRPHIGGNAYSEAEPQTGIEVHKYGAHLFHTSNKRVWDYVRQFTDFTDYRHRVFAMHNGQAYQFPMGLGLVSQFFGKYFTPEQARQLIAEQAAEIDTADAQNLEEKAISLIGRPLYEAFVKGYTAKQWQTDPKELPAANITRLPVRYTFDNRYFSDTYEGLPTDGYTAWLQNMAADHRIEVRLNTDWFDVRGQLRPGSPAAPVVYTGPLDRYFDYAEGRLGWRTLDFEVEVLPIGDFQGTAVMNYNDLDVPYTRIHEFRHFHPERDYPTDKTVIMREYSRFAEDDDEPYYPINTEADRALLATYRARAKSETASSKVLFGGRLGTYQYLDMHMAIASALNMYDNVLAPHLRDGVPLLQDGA
# GDH-TPI inh: GDH-TPI coupled enzyme inhibition counter-screen; GDH-TPI coupled enzyme counterscreen, NADH absorbance; inhibition, % at 4.8 µM; 360,000 tested, 1.2% active; AID 588335; in the data active = inhibition above about 30%;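 also: 0% = DMSO wells and 100% = wells lacking the enzyme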
# Mtb FBA inh: inhibits M. tuberculosis FBA enzyme | inhibition, % at 1 µM | 360,000 tested, 2.3% active | P9WQA3 | purified M. tuberculosis FBA, fluorescence read-out; in the data active = inhibition above about 27%;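 also: 0% = vehicle and 100% = reference inhibitor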
# Target sequence (P9WQA3 whole entry, looked up): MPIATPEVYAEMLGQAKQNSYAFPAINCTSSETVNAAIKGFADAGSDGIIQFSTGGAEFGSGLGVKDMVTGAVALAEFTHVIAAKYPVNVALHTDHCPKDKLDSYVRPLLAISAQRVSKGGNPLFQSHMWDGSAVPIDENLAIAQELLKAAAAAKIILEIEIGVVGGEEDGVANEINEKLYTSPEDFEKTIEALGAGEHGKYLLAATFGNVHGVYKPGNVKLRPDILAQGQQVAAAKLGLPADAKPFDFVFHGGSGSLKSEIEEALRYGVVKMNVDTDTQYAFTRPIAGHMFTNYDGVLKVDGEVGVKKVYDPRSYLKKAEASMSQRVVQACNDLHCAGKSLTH
# FadD28 FP inh: M. tuberculosis FadD28 bisubstrate binding inhibition; inhibition, % at 12.5 µM; FadD28 bisubstrate probe binding, fluorescence polarization; 360,000 tested, 0.22% active; in the data active = inhibition above about 8.5%, passing the limit was not always enough; inconclusive = no clear call, values can overlap the other calls
# TcdB GH inh: TcdB glycohydrolase inhibition. TcdB glycohydrolase enzymatic assay, plate reader. inhibition, % at 9.99 µM. 350,000 tested, 0.24% active; in the data active = inhibition above about 10%
# Yp Topo-I inh: blocks Yersinia pestis topoisomerase I activity; Y. pestis Topo-I cleavage product accumulation, plate reader; activity, % at 10 µM; 360,000 tested, 0.064% active; AID 504884; in the data active = activity above about 50%, passing the limit was not always enough; inconclusive = no clear call, values can overlap the other calls; also: inactives centre near 2
# PfHsp40 rescue: restores yeast growth despite PfHsp40 toxicity; S. cerevisiae expressing PfHsp40, growth rescue, ATP luminescence; growth rescue, % at 12.5 µM; 340,000 tested, 0.68% active; in the data active = growth rescue above about 28%, passing the limit was not always enough; inconclusive = no clear call, values can overlap the other calls;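 also: yeast W303a lacking pdr1 and pdr3 grown in galactose medium; growth measured after three days at 30 °C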
# An asterisk follows results filed as active; i = inactive; u = inconclusive; x = no result given.
SMILES,Vc quorum ag,BioA inh,Mtb UGM inh,GDH-TPI inh,Mtb FBA inh,FadD28 FP inh,TcdB GH inh,Yp Topo-I inh,PfHsp40 rescue
Cc1ccc(N2CC(C(=O)Nc3nc4ccc(S(C)(=O)=O)cc4s3)CC2=O)cc1C (centres undefined),i,-1.1,0.4,7,1,-2.9,-0.1,17,1.6
Cc1ccc(C(=O)Nc2nncs2)cc1S(=O)(=O)N1CCOCC1,3.7,-0.6,1.1,7,0,-4.6,x,1,1.8
CCOc1cc(C(=S)N2CCOCC2)cc(Br)c1OS(=O)(=O)c1ccccc1,0.4,-1.8,-0.2,0,4,0.1,1.1,-7,1.4
CCOCc1nnc(NC(=O)CSc2ccc(C)cc2)s1,-0.2,-0.9,1.0,-7,4,-2.4,x,-8,0.9
O=C(NCCCn1ccnc1)/C(=C/c1cccnc1)NC(=O)c1ccco1,-0.8,-0.8,5.0,9,0,-1.5,1.1,4,-0.6
O=C(NC1CCS(=O)(=O)C1)c1ccccc1C(=O)c1ccccc1 (centres undefined),-0.5,-0.3,-1.5,-10,2,-3.7,x,0,8.2
COc1ccc(CCNC(=O)c2c(O)c3ccccc3[nH]c2=O)cc1OC,-0.3,-1.5,6.3,-5,4,-1.2,0.8,-2,0.7
Cn1c(N2CCN(c3ccccn3)CC2)nc2c1c(=O)n(Cc1ccc(Cl)cc1)c(=O)n2C,0.7,0.4,x,-7,0,-4.9,x,0,24
CCN(Cc1ccccc1)S(=O)(=O)c1ccc2c(c1)NC(=O)CS2,-0.3,1.8,2.9,4,2,-4.9,1.9,23,2.4
COC(=O)c1cccc(/C=N/NC(N)=S)c1O,-2.3,x,-0.1,19,8,-3.1,-3.9,2,0.0
O=C(CCOc1ccccc1)NNC(=O)c1ccccc1,i,1.9,0.6,4,-1,-3.2,0.1,-7,-0.1
Cc1cnccc1CN(C)Cc1cn(C)nc1-c1ccc(Oc2ccccc2)cc1,-0.2,x,-4.1,-1,1,-6.6,1.9,31,0.0
COCCn1c(SCC(=O)NCC2CCCO2)nc2c(c1=O)SC(C)C2 (centres undefined),i,2.8,-2.8,19,-1,-2.5,2.4,-1,0.5
CCCNC(=O)c1ccc(Cl)c(Cl)c1,-0.4,x,-2.4,-2,-1,0.4,x,-1,-1.0
Cc1ccccc1OCCC(=O)Nc1ccc(F)c(Cl)c1,3.8,0.6,-1.2,3,-3,-4.1,-0.2,-1,4.7
CCOc1ccccc1NC(=O)Cn1nc(-c2ccco2)ccc1=O,i,1.6,1.6,0,2,-0.2,0.4,4,-0.1
C=CCn1c(O)c(C(CC)=NCc2cccnc2)c(=O)[nH]c1=O,-0.4,x,-2.1,8,2,-1.0,x,0,0.5
CCOc1cc(C(=O)OC(C(=O)NC(=O)NC)c2ccccc2)ccc1OCC(=O)N1CCOCC1 (centres undefined),-1.9,x,1.4,-1,0,-4.0,1.5,14,2.7
COc1ccc(CNC(=O)c2cc3cccc(O)c3oc2=N)cc1,i,-0.8,-0.2,10,-3,-0.6,0.9,-6,0.8
Cn1c(SCC(=O)N2CC(=O)Nc3ccccc32)nnc1C(F)(F)F,-14,-0.2,x,-2,0,-2.7,0.2,1,-0.2
COc1cccc(/C=N/Nc2ncccc2[N+](=O)[O-])c1OC,-0.2,-1.0,-0.2,28,-3,-0.4,0.4,-9,5.5
O=C(NN=C1C2CC3CC(C2)CC1C3)c1ccccc1O,-0.3,x,-1.8,9,2,-1.1,-1.2,-4,4.4
Cc1ccc(/C=C/C(=O)Nc2cccc(S(=O)(=O)N3CCOCC3)c2)o1,-0.5,x,0.0,7,-1,-5.7,-2.2,-6,-0.1
CCc1ccc(NC(=O)CCc2nc3ccccc3[nH]2)cc1,-0.6,-0.6,1.1,-5,1,-0.1,1.4,9,-0.9
CC(=O)Nc1ccc(SCC(=O)N(CCC#N)c2cc(C)cc(C)c2)cc1,i,x,2.8,11,-1,-2.4,x,6,-1.2

# Additional records
SMILES,Vc quorum ag,BioA inh,Mtb UGM inh,GDH-TPI inh,Mtb FBA inh,FadD28 FP inh,TcdB GH inh,Yp Topo-I inh,PfHsp40 rescue
Cc1nc(S(=O)(=O)c2ccc(Cl)cc2)c(NCc2ccccc2)o1,5.9,-1.7,-1.0,4,0,-4.1,x,30,1.6
FC(F)(F)c1cnc(N2CCC(=NOCc3ccc(Cl)cc3)CC2)c(Cl)c1,3.8,-1.7,2.5,-2,0,-2.1,x,3,-0.7
COc1ccc(CN2CCNC(=O)C2CC(=O)NC2CCCC2)c(C)c1C (centres undefined),-0.2,-0.5,1.0,-1,-1,-14,-1.4,-6,4.4
CN(C(=O)CSC1=Nc2ccccc2C2=NC(c3ccccc3)C(=O)N12)C1CCCCC1 (centres undefined),-1.9,7.5,0.2,14,17,-1.1,x,25,u
CCCN1CCCC[C@H]1C(=O)Nc1c(C)cccc1C,-0.5,-2.8,0.2,13,2,-0.6,0.6,7,43*
Cc1cccc(N2CC(C(=O)O)CC2=O)c1C (centres undefined),i,x,-0.2,0,-1,-1.9,0.9,0,-0.5
Cc1cccc(N2Cc3ccc(Br)cc3C2)c1,-1.3,x,-0.7,9,0,-4.6,1.2,-2,1.3
CCOC(=O)Cn1c(-c2cccnc2)nc(-c2ccccc2)c1-c1ccccc1,-0.8,14,5.0,3,-1,-4.0,2.0,10,0.5
O=C(Nc1ccccc1)C1=C[C@H](C2CCCCC2)C[C@H](OCCCCO)O1,i,1.3,-2.1,8,2,-1.6,0.2,14,1.2
Cc1ccc(CCC(=O)Nc2ccccc2C(=O)O)o1,-0.2,-1.3,2.8,-9,3,-2.6,7.0,-1,-1.0
COc1ccc(N2CCN(C(=O)C34CCC(C)(C(=O)C3)C4(C)C)CC2)cc1 (centres undefined),i,-0.8,-3.3,1,2,-2.1,x,2,-0.1
O=C(COC(=O)c1ccc(F)cc1)NCc1ccc(F)cc1,i,2.1,2.3,7,-2,-2.8,1.4,0,0.3
CCOC(=O)Cc1csc(NC(=O)CSc2nnc(-c3ccc(NS(=O)(=O)CC)cc3)o2)n1,-3.2,0.7,0.3,28,0,-0.8,x,2,0.9
C[n+]1c(-c2ccccc2)sc2ccccc21,-0.3,-1.7,-2.3,0,0,1.1,1.8,21,u
CCc1cc(C(=O)N(CCCOC)c2c(N)n(Cc3ccccc3)c(=O)[nH]c2=O)sc1C,-2.8,x,1.3,9,-1,-2.2,4.1,5,0.9
Cc1c(C(=O)Nc2ccc(-c3nnc4n3CCCCC4)cc2)oc2ccc(Br)cc12,-0.6,-1.8,0.1,-1,-2,-5.5,x,39,-0.4
O=S(=O)(NCCCO)c1ccc2c(c1)Cc1cc(S(=O)(=O)NCCCO)ccc1-2,i,-0.4,0.1,-5,-2,-1.1,x,-2,-0.5
O=S(=O)(c1ccc(F)cc1)N1CCN(S(=O)(=O)c2cc(F)ccc2F)CC1,-0.2,-1.3,-0.8,3,0,-2.8,-0.5,-1,-0.6
CC(=O)Nc1nnc(COc2ccc(Cl)cc2)s1,2.0,x,1.2,2,3,-1.1,2.1,8,0.6
CCOc1ccc(Br)cc1S(=O)(=O)NC(=O)c1ccccc1,-0.1,x,0.2,-7,-4,-2.4,-0.4,0,0.1
CCN(CC)C(=O)c1cccc(-c2csc(C(O)c3ccc(OC)cc3)n2)c1 (centres undefined),i,0.0,x,-13,-1,-3.9,0.9,17,x
CCOc1ccc(CCNC(=O)COC(=O)COc2ccc(C(=O)CC)cc2)cc1OCC,-5.6,x,-0.1,-3,-2,-2.8,-3.1,11,1.4
Cc1ccc(NC(=O)c2ccc(OC(=O)CCN3C(=O)c4ccccc4C3=O)cc2)cc1,i,-0.1,1.2,17,0,1.8,x,28,-1.2
CCOC(=O)c1oc2nc(CC(C)C)c3c(c2c1N)CCCC3,-0.4,0.5,-1.2,0,137*,-2.6,0.7,6,1.2
CCN(CC(=O)Nc1c(F)cccc1F)C(=O)CCCc1cccs1,3.1,0.4,0.8,9,1,-1.2,-1.3,-10,2.4

# An excerpt from above, showing only PfHsp40 rescue.
Structure | PfHsp40 rescue
FC(F)(F)c1cnc(N2CCC(=NOCc3ccc(Cl)cc3)CC2)c(Cl)c1 | -0.7
COc1ccc(CN2CCNC(=O)C2CC(=O)NC2CCCC2)c(C)c1C (centres undefined) | 4.4

# Back to the main list; the 2 compounds before the break are reprinted first.
SMILES,Vc quorum ag,BioA inh,Mtb UGM inh,GDH-TPI inh,Mtb FBA inh,FadD28 FP inh,TcdB GH inh,Yp Topo-I inh,PfHsp40 rescue
CCOC(=O)c1oc2nc(CC(C)C)c3c(c2c1N)CCCC3,-0.4,0.5,-1.2,0,137*,-2.6,0.7,6,1.2
CCN(CC(=O)Nc1c(F)cccc1F)C(=O)CCCc1cccs1,3.1,0.4,0.8,9,1,-1.2,-1.3,-10,2.4
O=C(COc1ccc(Cl)cc1Br)OCC(=O)c1ccc[nH]1,1.1,-1.1,-0.3,-4,3,-1.1,0.6,11,0.9
O=C(CCn1nnc2ccccc21)N1CCC(O)(c2cccc(F)c2)CC1,-7.7,6.3,0.2,7,3,0.6,x,5,0.5
O=C(COc1ccccc1-c1ccccc1)N/N=C/c1cccc2ccccc12,i,-2.1,2.5,21,4,-2.0,x,7,-0.6
CN(Cc1ccccc1)S(=O)(=O)c1ccc(Cl)c(C(=O)NCc2ccncc2)c1,-1.8,0.8,1.1,2,5,0.8,2.6,-7,0.0
CCN1CCN(c2ccc(S(=O)(=O)N3CCCCC3)cc2NC(=O)CCNC(C)=O)CC1,-2.3,0.0,x,-1,0,-0.4,0.1,2,0.4
CCN(CC)C(=O)c1ccc(COc2ccccc2Br)o1,x,3.4,-0.1,16,1,-1.9,x,23,-0.5
Cc1cc(NC(=O)COC(=O)C2CC(=O)N(c3ccc(C)c(Cl)c3)C2)no1 (centres undefined),-0.6,-1.0,-0.6,-4,2,1.1,0.1,-1,1.0
COc1ccc(NS(=O)(=O)c2ccc(N3CCOCC3)c(NC(=O)c3ccccc3Cl)c2)cc1,3.7,x,0.0,5,3,-0.1,2.2,1,0.9
COc1cc(-c2cc(C(=O)N3CCN(c4ccccn4)CC3)c3ccccc3n2)cc(OC)c1OC,-0.3,-1.6,-2.1,10,5,-1.5,x,-7,-0.2
CN1C(=O)C(=Cc2ccccc2OCCOc2ccc([N+](=O)[O-])cc2)C(=O)N(C)C1=O,-1.1,x,-1.0,4,-4,-1.7,0.1,8,23
CCC(=O)Nc1sc(C(=O)Nc2ccccc2OC)c(C)c1C(=O)OC,-0.2,x,2.3,5,-4,-0.5,0.0,6,-0.5
COc1ccc(/C=c2\sc3nc(-c4ccccc4)c(-c4ccccc4)n3c2=O)cc1OC,0.0,0.0,1.4,11,-1,-2.8,x,-14,-1.1
CCOC(=O)C1(C)CCN1C(=O)c1cccc(OC)c1 (centres undefined),-0.9,-1.1,x,7,-2,-0.9,1.3,4,x
N#CCC(=O)Nc1ccc(C(=O)OCC(=O)NNC(=O)c2ccc(Cl)cc2)cc1,i,-2.4,-1.4,-1,-1,-3.0,1.0,1,-1.3
COc1ccc(C(=O)NN/C=C/C(=O)c2ccc(Br)cc2)cc1,i,-1.4,x,16,-5,-2.6,-0.1,1,x
COc1cc(NC(=O)COC(=O)CNC(=O)c2ccc(C)cc2)c(C)cc1[N+](=O)[O-],i,x,0.2,5,-2,-1.3,0.5,4,86*
O=C(NCCC1=CCCCC1)C1CCN(S(=O)(=O)c2cccc3cccnc23)CC1,-0.5,-0.7,0.4,1,0,1.3,1.6,13,0.7
Cn1c(=O)c2c(nc(NCCNC(=O)c3ccco3)n2Cc2ccc(F)cc2)n(C)c1=O,-1.5,4.0,-2.8,-1,3,0.7,-0.7,1,-0.9
O=C(c1cc(-c2ccc(Cl)cc2)on1)N1CCCCCC1,-0.3,0.6,1.7,7,1,x,-0.8,10,-0.1
COc1ccc(C2=NCN(c3ccc(C)cc3)C(=S)N2)cc1,i,-0.4,-0.1,-2,5,0.2,x,4,2.4

# Gathered by group, the entries above containing a cyano group (two)
SMILES,Vc quorum ag,BioA inh,Mtb UGM inh,GDH-TPI inh,Mtb FBA inh,FadD28 FP inh,TcdB GH inh,Yp Topo-I inh,PfHsp40 rescue
CC(=O)Nc1ccc(SCC(=O)N(CCC#N)c2cc(C)cc(C)c2)cc1,i,x,2.8,11,-1,-2.4,x,6,-1.2
N#CCC(=O)Nc1ccc(C(=O)OCC(=O)NNC(=O)c2ccc(Cl)cc2)cc1,i,-2.4,-1.4,-1,-1,-3.0,1.0,1,-1.3
